hcDAF12 agonist: activators of H. contortus DAF-12 nuclear receptor. HEK293 hcDAF-12 lit1-tk-luc reporter, luminescence; 0% DMSO, 100% Δ7-dafachronic acid. AID 652067. 1.4% of 370,000 active. activation, % at 6.8 µM;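 active = activation above the mean of all tested compounds plus 3 SD, cut at about 5.5% in these data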;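 note: 100% = response to 3 µM Δ7-dafachronic acid high control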
ADAM10 inh: inhibitors of human ADAM10. 0.62% of 370,000 active. O14672. recombinant ADAM10, EDANS/DABCYL FRET peptide cleavage, 3 h. inhibition, % at 7 µM. AID 720582;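 active = inhibition above a per-campaign cutoff equal to the mean of compounds falling between control-based bounds plus 3 SD, cut at about 20% in these data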;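 note: 0% = DMSO wells while the 100% control is not disclosed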
DAX1 inh-1: blocks DAX1 repression of SF-1 activated StAR promoter; HEK293T StAR-luciferase reporter, SF-1/DAX-1 repression relief; inhibition, % at 6.8 µM; 1.1% of 370,000 active; AID 652010;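 active = inhibition above the mean over all tested compounds plus 3 SD, cut at about 3.6% in these data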;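 note: 0% = DAX-1 cells with DMSO and 100% = cells lacking DAX-1 with DMSO; higher inhibition means more luminescence from relief of DAX-1 repression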
sPLA2-III inh: Blocks human group III sPLA2 activity. Q9NZ20. QFRET BODIPY PC-A2 liposome hydrolysis, fluorescence. inhibition, % at 12.2 µM. 0.56% of 370,000 active. AID 743126;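 active = inhibition above mean plus 3 SD of compounds lying within the high and low control bounds, cut at about 19% in these data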;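 note: 0% = median of test compound wells and 100% = no enzyme DMSO wells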
PLC-gamma1 inh: PLC-gamma1 (human) inhibition, primary screen. inhibition, % at 12.2 µM. P19174. purified PLC-gamma1, fluorogenic substrate, fluorescence. AID 720700. 0.84% of 370,000 active; in the data active = inhibition above about 9.5%
ssDAF12 agonist: S. stercoralis DAF-12 activation, primary screen; HEK293 ssDAF-12/GRIP1 lit1-tk-luc reporter, luminescence; % of 3 µM dafachronic acid response; activation, % at 6.8 µM; 1% of 370,000 active;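 active = activation above the mean over all tested compounds plus 3 SD, cut at about 0.9% in these data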;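 note: 0% = DMSO-only wells and 100% = 3 µM delta7-dafachronic acid wells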
ADAM17 inh: inhibits human ADAM17. AID 720648. inhibition, % at 6.95 µM. recombinant ADAM17, EDANS/DABCYL FRET peptide cleavage. 0.83% of 370,000 active;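 active = inhibition above the mean of compounds lying between control limits plus 3 SD, set per campaign, cut at about 8.5% in these data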;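 note: 0% = DMSO-only wells as the low control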
DAX1 inh-2: inhibitors of human orphan nuclear receptor DAX1 (NR0B1). P51843. HEK293 Gal4-DAX1 luciferase reporter, luminescence. inhibition, % at 6.75 µM. 0.99% of 340,000 active. AID 504766;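 active = inhibition above the mean over all tested compounds plus 3 SD, cut at about 4.2% in these data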;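 note: 0% = DAX1-transfected cells with DMSO and 100% = empty-vector control cells with DMSO; inhibition shows as a rise in luminescence from relieved DAX1 repression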
PLCb3 inh: inhibitors of human phospholipase C beta3; AID 720704; Purified PLC-beta3, fluorogenic substrate, fluorescence; Q01970; inhibition, % at 12.2 µM; 0.18% of 370,000 active; in the data active = inhibition above about 11%;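 note: 0% = median of compound wells on plate and 100% = full blocker control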
Target sequence (Q01970 whole entry, looked up): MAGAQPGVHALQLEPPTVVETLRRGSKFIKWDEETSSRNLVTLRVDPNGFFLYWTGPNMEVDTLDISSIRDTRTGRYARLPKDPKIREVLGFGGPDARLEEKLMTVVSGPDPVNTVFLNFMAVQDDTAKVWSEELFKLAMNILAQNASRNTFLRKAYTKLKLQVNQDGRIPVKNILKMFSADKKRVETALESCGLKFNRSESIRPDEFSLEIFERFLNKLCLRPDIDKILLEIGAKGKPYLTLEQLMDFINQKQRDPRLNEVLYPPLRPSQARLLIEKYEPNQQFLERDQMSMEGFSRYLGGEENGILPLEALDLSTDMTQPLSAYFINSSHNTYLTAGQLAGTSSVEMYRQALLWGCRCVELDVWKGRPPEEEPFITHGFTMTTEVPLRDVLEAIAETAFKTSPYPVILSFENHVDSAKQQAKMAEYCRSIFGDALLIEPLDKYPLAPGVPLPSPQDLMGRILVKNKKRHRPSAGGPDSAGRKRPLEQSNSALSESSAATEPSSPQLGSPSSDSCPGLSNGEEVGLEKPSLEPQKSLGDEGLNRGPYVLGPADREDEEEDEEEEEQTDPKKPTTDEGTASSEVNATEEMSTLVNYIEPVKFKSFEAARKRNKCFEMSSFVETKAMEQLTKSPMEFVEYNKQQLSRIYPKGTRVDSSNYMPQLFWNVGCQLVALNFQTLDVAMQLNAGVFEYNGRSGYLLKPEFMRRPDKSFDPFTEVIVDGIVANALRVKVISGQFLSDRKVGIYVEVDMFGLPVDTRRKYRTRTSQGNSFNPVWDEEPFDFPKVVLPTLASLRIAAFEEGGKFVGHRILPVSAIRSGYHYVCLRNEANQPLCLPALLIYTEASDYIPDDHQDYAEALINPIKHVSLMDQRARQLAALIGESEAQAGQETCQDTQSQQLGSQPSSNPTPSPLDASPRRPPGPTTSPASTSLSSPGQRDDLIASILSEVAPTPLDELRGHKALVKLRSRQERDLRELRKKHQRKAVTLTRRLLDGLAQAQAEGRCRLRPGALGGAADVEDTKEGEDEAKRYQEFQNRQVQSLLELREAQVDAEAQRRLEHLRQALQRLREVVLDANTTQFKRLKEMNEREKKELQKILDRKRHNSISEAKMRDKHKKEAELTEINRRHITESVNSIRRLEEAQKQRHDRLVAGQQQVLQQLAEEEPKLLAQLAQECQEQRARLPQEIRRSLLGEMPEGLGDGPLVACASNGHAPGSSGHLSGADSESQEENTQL
hgDAF-12 ag: agonists of H. glycines DAF-12 nuclear receptor; 1.8% of 370,000 active; activation, % at 6.8 µM; HEK293 GAL4-hgDAF12 UAS-luciferase reporter, agonist luminescence; normalized to butyrate control;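 active = activation above a cutoff set at the mean of all screened compounds plus 3 SD, cut at about 10% in these data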;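 note: 0% = DMSO wells and 100% = sodium butyrate wells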
FXN GAA850 act: activators of GAA850 frataxin (FXN) promoter | HEK293 lucGAA850 FXN promoter luciferase reporter, 24 h; percent of 10 µM SAHA response | activation, % at 6 µM | 0.56% of 360,000 active;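 active = activation above the average of all compounds screened plus 3 SD, cutoff fixed separately per campaign, cut at about 7.5% in these data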;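 note: 0% = DMSO wells and 100% = 10 µM SAHA wells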
Active calls of the source: *; · = not tested or not shown.

Every second line gives: hcDAF12 agonist | ADAM10 inh | DAX1 inh-1 | sPLA2-III inh | PLC-gamma1 inh | ssDAF12 agonist | ADAM17 inh | DAX1 inh-2 | PLCb3 inh | hgDAF-12 ag | FXN GAA850 act
CS(=O)(=O)N(Cc1ccc(C(=O)NCCSc2ccccn2)cc1)c1ccccc1
  -1.0 | 0 | -0.7 | -10 | 3 | -1.3 | -1 | -0.1 | 1 | 2.1 | -4.0
OC[C@H]1O[C@@H](c2nc3ccc(-c4nc(-c5cccs5)no4)cc3[nH]2)C[C@@H]1O
  6.1* | 1 | 4.8* | -8 | -2 | 0.9 | -5 | · | -2 | 15* | 3.7
O=C(c1cc(-c2cccc(Cl)c2)on1)N1CCCCCC1
  2.7 | -1 | 1.1 | -2 | 8 | 0.6 | -1 | 3.5 | -5 | 7.2 | 5.8
Cc1ccc(NC(=O)C(=O)NCCN2CCN(S(=O)(=O)c3ccccc3)CC2)cc1C
  -1.1 | 1 | 0.5 | -4 | -1 | -1.3 | 0 | 1.5 | 3 | -1.8 | -1.5
CCCOC(=O)c1c(-c2ccccc2)nc(CC)c(C(=O)SCC)c1CCC
  -1.7 | -3 | 0.1 | 4 | 2 | -1.3 | -6 | -0.1 | 3 | -4.2 | -0.4
N#Cc1ccc2[nH]cc(CCO)c2c1
  -1.2 | 12 | -0.3 | 3 | -2 | -0.8 | 0 | 0.7 | 2 | 4.1 | 1.3
Cc1ccc(N(Cc2ccc(C(=O)NN=C3CCN(C)CC3)cc2)S(C)(=O)=O)cc1C
  -0.8 | 10 | -0.4 | -3 | -4 | -1.9 | 3 | -0.7 | -4 | -1.0 | 2.3
CNC(=S)N(CCc1c(C)[nH]c2ccc(F)cc12)Cc1ccco1
  -0.6 | 7 | -0.6 | 0 | 1 | -1.3 | -3 | -1.2 | -6 | -2.2 | -0.7
COc1ccc(C(=O)O)cc1S(=O)(=O)N1CCSCC1
  -2.2 | 6 | 1.2 | 9 | 5 | -1.1 | 4 | 2.9 | -8 | 0.9 | 0.7
COc1ccc(Nc2n[nH]c(C)c2[N+](=O)[O-])cc1
  1.9 | -3 | 1.6 | -5 | 2 | -1.1 | -2 | 0.5 | 1 | 5.9 | 4.0
Cc1ccc(S(=O)(=O)Nc2ccc3c(c2)c2c(n3S(=O)(=O)c3ccc(C)cc3)CCCC2=O)cc1
  -0.8 | 4 | 0.9 | -1 | 0 | -1.3 | -3 | 0.1 | 4 | -2.1 | 0.6
Cc1ccc([N+](=O)[O-])cc1S(=O)(=O)N1CCN(C)CC1
  -0.4 | 6 | -0.4 | 6 | -3 | -1.2 | 0 | 6.3* | 4 | -0.3 | 0.3
Cc1cc(=O)[nH]c(-n2[nH]c3c(c2=O)CCCC3)n1
  1.7 | -10 | -0.4 | -5 | -27 | -1.3 | 1 | 1.0 | -36 | 3.1 | 1.8
COc1ccc(OCC(=O)NNC(=O)c2cccc(O)c2)cc1
  0.6 | -6 | -0.5 | -3 | -1 | -1.5 | -4 | -0.7 | 0 | 1.9 | 0.3
CC(=O)Nc1cc(S(=O)(=O)Nc2ccc(C)cc2)c(C)cc1C
  0.2 | 3 | -0.3 | 1 | 0 | -1.4 | -5 | -0.4 | -3 | 2.1 | -2.5
Cc1cc(N2CCN(c3ccccc3)CC2)n2cc(-c3ccccc3)nc2n1
  0.3 | -55 | -0.2 | 0 | -15 | -1.5 | -18 | -1.7 | -24 | 3.5 | -2.3
CCOC(=O)N1C(=O)NC(=O)C1c1ccccc1 (centres undefined)
  -0.6 | 2 | 0.4 | 1 | -1 | -0.6 | -3 | 1.2 | 1 | -2.5 | -0.2
Cc1ccc(Cl)cc1NC(=O)N[C@@H](C)C(=O)O
  -0.6 | 6 | 0.5 | 13 | 9 | 0.1 | 0 | -0.1 | 4 | 1.4 | -1.1
COc1cccc(OC)c1NC(=O)CN1CCC(NC(=O)c2cccc(F)c2)CC1
  -1.3 | 2 | -0.2 | 5 | 0 | -0.1 | 0 | -0.8 | -1 | 0.7 | -1.6
O=C1CCc2cc(S(=O)(=O)NC(Cc3ccccc3)C(=O)NCCC3=CCCCC3)ccc2N1 (centres undefined)
  -2.2 | -10 | -0.6 | -4 | 0 | -1.8 | -2 | 4.3* | -2 | 0.0 | 0.3

Entries from the list above with an NH in an aromatic ring:
Every second line gives: hcDAF12 agonist | ADAM10 inh | DAX1 inh-1 | sPLA2-III inh | PLC-gamma1 inh | ssDAF12 agonist | ADAM17 inh | DAX1 inh-2 | PLCb3 inh | hgDAF-12 ag | FXN GAA850 act
OC[C@H]1O[C@@H](c2nc3ccc(-c4nc(-c5cccs5)no4)cc3[nH]2)C[C@@H]1O
  6.1* | 1 | 4.8* | -8 | -2 | 0.9 | -5 | · | -2 | 15* | 3.7
N#Cc1ccc2[nH]cc(CCO)c2c1
  -1.2 | 12 | -0.3 | 3 | -2 | -0.8 | 0 | 0.7 | 2 | 4.1 | 1.3
CNC(=S)N(CCc1c(C)[nH]c2ccc(F)cc12)Cc1ccco1
  -0.6 | 7 | -0.6 | 0 | 1 | -1.3 | -3 | -1.2 | -6 | -2.2 | -0.7
COc1ccc(Nc2n[nH]c(C)c2[N+](=O)[O-])cc1
  1.9 | -3 | 1.6 | -5 | 2 | -1.1 | -2 | 0.5 | 1 | 5.9 | 4.0
Cc1cc(=O)[nH]c(-n2[nH]c3c(c2=O)CCCC3)n1
  1.7 | -10 | -0.4 | -5 | -27 | -1.3 | 1 | 1.0 | -36 | 3.1 | 1.8

(more compounds)
Molecule	hcDAF12 agonist	ADAM10 inh	DAX1 inh-1	sPLA2-III inh	PLC-gamma1 inh	ssDAF12 agonist	ADAM17 inh	DAX1 inh-2	PLCb3 inh	hgDAF-12 ag	FXN GAA850 act
COc1ccc(CNC(=O)COC(=O)c2c(-c3c(F)cccc3Cl)noc2C)cc1OC	-1.5	4	-1.1	-3	3	-1.7	-3	-0.9	-1	-0.8	-0.5
CC(=O)c1cccc(NC(=O)c2csc3c2CCCCC3)c1	-1.0	11	0.1	-12	4	-1.6	0	1.4	1	9.2	3.3
COc1ccccc1/C=C/C(=O)NCC(=O)n1nc(C)cc1C	-1.3	-11	0.0	12	1	-0.9	-9	-0.6	-7	-0.3	1.4
O=C1CC(C(=O)O)C(c2ccccc2)c2ccccc21 (centres undefined)	-0.8	-6	-0.5	-3	0	-0.6	-1	-0.2	1	-1.9	1.7
COCCNC(=S)N(C)[C@H]1C[C@H]2c3[nH]c4cccc(-c5ccccc5)c4c3CCN2C(=O)[C@H]1[C@H](C)O	-3.2	-303	0.2	-10	-92	-0.4	-77	·	-106	-0.4	·
Nc1ccc(C(=O)Oc2ccc([N+](=O)[O-])cc2)cc1	1.0	5	-0.3	23*	3	0.2	-4	0.1	1	3.0	4.9
C=C(C)Cn1c(SCC(=O)N/N=C/c2cccc(O)c2)nc2ccccc2c1=O	-0.9	8	-0.6	-30	2	-1.8	6	-0.1	2	-0.6	1.7
Cc1nnc(SCC(=O)Nc2ncc3c(n2)CCCC3=O)s1	-0.7	-8	-0.2	14	-1	-0.8	-7	0.6	4	-0.3	-0.9
COc1ccc2c(c1)c1c(n2C(C)=O)C(OC(C)=O)=NCC1	-2.9	-227	-0.5	6	-357	-1.6	-73	1.3	-445	3.1	-3.5
COc1ccccc1NS(=O)(=O)c1cc(NC(=O)COc2ccccc2F)ccc1N1CCOCC1	-0.9	11	-1.6	-13	2	-1.3	1	-1.5	-3	1.9	0.1
Cn1c(CCN2CCCCC2)nc2cc(NS(=O)(=O)c3ccc(F)cc3)ccc21	-0.8	-8	-0.7	2	7	-0.8	-5	-0.6	2	-4.1	3.1
O=C(Nc1nc(-c2ccc(Cl)cc2)cs1)NC1CCCCC1	-0.4	12	-0.3	-5	4	-1.7	3	0.0	6	-2.9	6.4
S=C(NCCc1ccccc1)NCc1cccs1	2.7	-1	1.5	1	-1	-0.3	-4	0.9	-1	2.2	5.5
CCCCOC(=O)c1[nH]c(C)c(C(=O)OC)c1C	-0.1	0	1.2	-1	0	-0.7	-3	2.2	0	4.8	4.8
CCOC(=O)N1CCN(C(=O)CS(=O)Cc2nc(-c3ccc(OC)c(OC)c3)oc2C)CC1 (centres undefined)	0.6	0	-0.1	-1	-2	-0.8	0	-0.1	-7	2.3	2.1
C[C@H](CO)N1C[C@H](C)[C@@H](CN(C)S(=O)(=O)c2ccc(Cl)cc2)Oc2ccc(NS(=O)(=O)c3ccccc3)cc2CC1=O	-2.1	0	-0.4	-53	-1	-1.4	6	-1.2	3	-4.0	-1.6
CCOc1ccc(S(=O)(=O)NCC2CCCO2)c2cccnc12 (centres undefined)	0.2	-105	-1.1	6	-20	-0.5	-38	-0.4	-23	0.2	-0.4
NCc1oc(-c2ccccc2)cc1C(=O)O	-1.1	-56	0.2	-6	-31	-1.6	-18	2.5	-27	-3.5	1.3
N#CCC(=O)N/N=C/c1cc(-c2ccccc2)n(-c2ccc(Cl)cc2)c1-c1ccccc1	-1.6	-6	0.3	-4	-1	-1.2	-3	·	-9	-2.3	·
CCOC(=O)c1cc(-c2ccccc2)sc1NC(=O)c1ccc(OC)c(OC)c1	-1.5	-5	0.3	5	-5	-1.6	-1	1.7	-3	-0.6	2.1
Cc1cc(OC(=O)c2cccs2)ccc1C(C)C	-0.7	1	0.0	-5	0	-1.1	-4	0.6	-1	0.0	1.0
O=C(NCC(c1cccs1)N1CCOCC1)c1cccc([N+](=O)[O-])c1 (centres undefined)	-0.9	0	0.6	-8	3	-0.9	-1	0.3	5	2.4	1.6

Fetched by compound from the entries so far:
Molecule	hcDAF12 agonist	ADAM10 inh	DAX1 inh-1	sPLA2-III inh	PLC-gamma1 inh	ssDAF12 agonist	ADAM17 inh	DAX1 inh-2	PLCb3 inh	hgDAF-12 ag	FXN GAA850 act
CCOc1ccc(S(=O)(=O)NCC2CCCO2)c2cccnc12 (centres undefined)	0.2	-105	-1.1	6	-20	-0.5	-38	-0.4	-23	0.2	-0.4
Cn1c(CCN2CCCCC2)nc2cc(NS(=O)(=O)c3ccc(F)cc3)ccc21	-0.8	-8	-0.7	2	7	-0.8	-5	-0.6	2	-4.1	3.1
Cc1nnc(SCC(=O)Nc2ncc3c(n2)CCCC3=O)s1	-0.7	-8	-0.2	14	-1	-0.8	-7	0.6	4	-0.3	-0.9
C=C(C)Cn1c(SCC(=O)N/N=C/c2cccc(O)c2)nc2ccccc2c1=O	-0.9	8	-0.6	-30	2	-1.8	6	-0.1	2	-0.6	1.7

Screening data: PubChem, The Scripps Research Institute Molecular Screening Center
